# CHT inh – human CHT choline transport inhibition; Q9GZV3; CHT-expressing cells, membrane potential dye, choline response; hits give low values; B-score at 10 µM; actives 0.86% (n = 310,000);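 active means B-score over 3 SD under the library average, and starting fluorescence ratio not unusually high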;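 further: choline stimulus applied at its EC90 after an EC20 pre-addition; B-score computed on integrated fluorescence ratio after choline addition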
# Target sequence (Q9GZV3 whole entry, looked up): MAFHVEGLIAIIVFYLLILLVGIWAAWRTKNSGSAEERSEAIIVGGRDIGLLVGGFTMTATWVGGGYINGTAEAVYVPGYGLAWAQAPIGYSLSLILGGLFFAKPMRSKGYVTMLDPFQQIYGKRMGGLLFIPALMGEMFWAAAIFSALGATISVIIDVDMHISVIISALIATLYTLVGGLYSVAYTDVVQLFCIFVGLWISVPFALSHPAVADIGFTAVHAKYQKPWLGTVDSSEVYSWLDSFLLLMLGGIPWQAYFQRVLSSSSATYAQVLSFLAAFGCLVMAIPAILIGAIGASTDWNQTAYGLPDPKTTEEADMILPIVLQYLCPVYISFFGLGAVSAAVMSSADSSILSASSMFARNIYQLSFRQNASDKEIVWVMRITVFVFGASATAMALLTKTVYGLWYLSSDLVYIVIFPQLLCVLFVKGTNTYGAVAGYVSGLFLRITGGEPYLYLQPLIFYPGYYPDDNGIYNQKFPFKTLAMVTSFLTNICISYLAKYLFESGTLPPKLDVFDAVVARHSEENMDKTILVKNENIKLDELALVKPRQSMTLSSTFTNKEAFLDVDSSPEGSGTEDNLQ
# Kir21 block – inhibitors of mouse Kir2.1 inward-rectifier potassium channel; P35561; HEK293-Kir2.1, FluxOR thallium flux fluorescence; hits give low values; B-score at 10 µM; actives 0.85% (n = 310,000); AID 1672;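 active means fluorescence ratio B-score at or below minus 3 SD of library scores, with starting-brightness B-score within 2 SD, cut at about -4.2 in these data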;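 further: channel flux triggered by added potassium and thallium sulfate stimulus; B-score of peak minus minimum fluorescence over baseline after thallium stimulus; more negative B-score means stronger Kir2.1 block with less thallium influx; some compounds called inactive have numbers as strong as hits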
# Target sequence (P35561 whole entry, looked up): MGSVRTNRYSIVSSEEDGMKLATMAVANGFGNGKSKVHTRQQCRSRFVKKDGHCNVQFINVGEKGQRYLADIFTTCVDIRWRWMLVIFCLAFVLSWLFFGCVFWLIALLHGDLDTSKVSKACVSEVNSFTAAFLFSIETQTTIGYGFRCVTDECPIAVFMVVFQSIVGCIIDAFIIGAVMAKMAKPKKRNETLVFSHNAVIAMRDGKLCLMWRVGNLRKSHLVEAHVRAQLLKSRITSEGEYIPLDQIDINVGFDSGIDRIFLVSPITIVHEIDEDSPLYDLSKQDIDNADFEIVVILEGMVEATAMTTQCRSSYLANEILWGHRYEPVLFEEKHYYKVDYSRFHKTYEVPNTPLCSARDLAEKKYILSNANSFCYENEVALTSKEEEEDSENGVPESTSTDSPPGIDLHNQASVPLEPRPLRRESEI
# Active calls of the source: *; i = inactive; / = not tested or not shown; & = joins results of further samples.
SMILES,CHT inh,Kir21 block
O=C(C(=O)N1CCOCC1)c1cn(CC(=O)N2CCc3ccccc3C2)c2ccccc12,i,-3.37
Cc1ccc(CNC(=O)CS(=O)(=O)c2cn(CC(=O)N3CCOCC3)c3ccccc23)cc1,i,-0.11
CN1C(=O)C2(c3ccccc31)c1c(oc3ccccc3c1=O)C(=O)N2CCCO (stereo not given),i,1.46
COc1ccc(Cc2nc(C)cc(Cl)n2)cc1[N+](=O)[O-],i,0.28
Cn1c(=O)c2cn(Cc3ccc(Cl)cc3)cc2n(C)c1=O,i,0.72
Brc1ccc2nc(-c3c[nH]c4ccccc34)cn2c1,i,0.64
CCC(=O)c1ccccc1OCCCn1cncn1,i,0.26
Cc1ccc(S(=O)(=O)/C(C#N)=C/c2c(N3CC(C)OC(C)C3)nc3c(C)cccn3c2=O)cc1 (stereo not given),i,-0.68
N#CC1C(=O)NC(N2CCN(c3ccccc3)CC2)=NC12CCCCC2 (stereo not given),i,1.56
CNC(=S)Nc1ccc([N+](=O)[O-])cc1,i,-1.05
CC(=O)Nc1cccc(NC(=O)c2cc3ccccc3o2)c1,i,-0.38
COC(=O)c1ccc(COC(=O)C(CCS(C)(=O)=O)N2C(=O)c3ccccc3C2=O)cc1 (stereo not given),-6.31*,2.1
c1ccc(-n2cccc2CNC2CCCCC2)cc1,i,-4.14
CC1(C)CC(=O)C=C(C(=O)N2CCCC(C(=O)c3cccc(C(F)(F)F)c3)C2)O1 (stereo not given),i,-1.67
CCOc1c(Cl)cc(/C=C/C(=O)N(CC)CC(=O)Nc2ccc(NC(C)=O)cc2)cc1OC,i,0.51
CCCCOc1cc(C(=O)NCCN(CC)CC)c2ccccc2n1,i,0.48&-0.27
COc1cccc(NC(=O)C2CCCO2)c1 (stereo not given),i,1.08
CCS(=O)(=O)n1nc(-c2ccccc2)nc1NCc1ccco1,i,0.22
Cc1ccc(-n2cc(CNC(C)c3cnn(C)c3C)c(-c3ccc(F)cc3)n2)cc1 (stereo not given),i,-0.81
CCOC(=O)c1ccccc1NC(=O)CN1C(=O)CCS(=O)(=O)c2ccccc21,/,0.51
CCCC(=O)Nc1nc(-c2ccc3c(c2)OCCO3)cs1,i,/
CCN(CC)S(=O)(=O)c1ccc(C(=O)NCC2CCCCC2)cc1,i,-2.56
O=C(O)c1ccc(N2C(=O)CCCC2=O)cc1,i,0.1
Cc1c(NS(C)(=O)=O)cccc1-c1nc2cccnc2s1,i,-0.49
Cc1ccc(NC(=O)Cn2cc(C(F)(F)F)cc(Cl)c2=O)cc1Cl,i,-0.12
OCCNC(=S)Nc1ccc2c(c1)OCCO2,i,1.12
COc1ccc(C(=O)NC(C)c2nc3ccccc3[nH]2)cc1OC (stereo not given),/,-0.02
O=C(COn1nnc2ccc(C(F)(F)F)cc21)Nc1c(Cl)cccc1Cl,i,-1.15
Cc1cccc(/C(N)=N/OC(=O)COc2ccc(Cl)c(C)c2)c1,i,1.65
Cc1ccc(S(=O)(=O)NC(=O)NN2CCCCCC2)cc1,i,1.53
CCOc1ccc(N=C(NC#N)SCC(=O)NC2CC2)cc1,i,0.62
O=C(CCCOc1ccccc1)N1CCN(S(=O)(=O)c2ccc(Cl)cc2)CC1,i,2.34
O=C(Nc1cccc(Cl)c1N1CCOCC1)c1ccc(Br)o1,i,-0.51
Cc1cccc2c(=O)c(-c3ccc(Cl)cc3)c(NC(=O)c3ccco3)oc12,i,0.12
COc1cccc(-n2c(CN3CCN(c4ccc(C)cc4)C(C)C3)nc3ccc([N+](=O)[O-])cc3c2=O)c1 (stereo not given),i,0.11
Cn1ncc(N2CCN(S(=O)(=O)c3ccc(Br)cc3)CC2)c(Cl)c1=O,i,1.37
O=C(COc1ccccc1C(=O)NCC1CCCO1)Nc1ccc(Cl)cc1Cl (stereo not given),i,0.95
CCC(=O)c1ccc(OCC(=O)Nc2nc(-c3cccnc3)cs2)cc1,i,0.39
CCOn1c(=O)c[n+]([O-])c2ccccc21,i,-0.79
COc1ccc([N+](=O)[O-])cc1NC(=O)CCSCCc1ccccn1,i,0.4
O=C(NC1CCN(C(=O)N2c3ccccc3Sc3ccccc32)CC1)c1ccccc1F,i,-0.11
Cc1ccc(C)c(OCC(=O)Nc2ccc(C(=O)O)cc2NC(=O)COc2cc(C)ccc2C)c1,i,-0.37
O=C(c1ccco1)N1CCN(CC(O)COc2ccc(Br)cc2)CC1 (stereo not given),i,-0.14
CC(C)CCNC(=O)CCCc1ccccc1,i,2.93
COc1cccc(OC)c1/C(O)=C(\C#N)c1nc2ccccc2[nH]1,i,0.91
COC(=O)c1ccc(NC(=O)c2cccc(NC(=O)c3ccco3)c2)cc1,i,-0.2
Cc1ccc(NC(=O)CNC(=O)c2cccc(C)c2)nc1,i,-0.89
O=C(Nc1ccccc1N1CCCCC1)c1cc(S(=O)(=O)N2CCOCC2)ccc1Cl,i,0.61
Cc1ccc(-c2cc(-c3ccccc3[N+](=O)[O-])[nH]n2)c(O)c1,i,0.9
Cc1ccc(OCc2nnc(SCC(=O)c3cccc([N+](=O)[O-])c3)n2C)cc1,i,-0.96
COC(=O)Cn1c(=NC(=O)C(C)(C)C)sc2c(C)cc(C)cc21,i,1.95
CC(C)(C)c1cc(C(C)(C)C)n(-c2ccccc2)n1,i,0.79
Cc1ccccc1-c1noc(-c2ccccc2C(=O)O)n1,i,0.19
Cc1ccc(-c2ccc(=O)n(CC(=O)N3CCN(c4cccc(C)c4)C(C)C3)n2)cc1 (stereo not given),i,0.01
CCN1/C(=C/C(=S)Nc2ccccc2)Sc2ccccc21,i,1.45
CC(C)Cc1nnc(NC(=O)c2cc([N+](=O)[O-])ccc2N2CCOCC2)s1,i,-0.01
N#CCCN(Cc1cccnc1)C(=O)c1sc2cc(F)ccc2c1Cl,i,-0.79
Cc1ccc(CSCCNS(=O)(=O)c2ccccc2)cc1,i,-2.48
CC(C)COc1cc(=O)[nH]c(SCC(C)C)n1,i,-0.11
Cc1cccc(N2CCN(C(=O)c3ccc4c(c3)OCCO4)CC2C)c1 (stereo not given),i,-1.79

# Among those listed so far, these have a tert-butyl group:
SMILES,CHT inh,Kir21 block
COC(=O)Cn1c(=NC(=O)C(C)(C)C)sc2c(C)cc(C)cc21,i,1.95
CC(C)(C)c1cc(C(C)(C)C)n(-c2ccccc2)n1,i,0.79

# The results go on.
SMILES,CHT inh,Kir21 block
CC1CCN(C(=O)Cn2nnc(-c3cccs3)n2)CC1,i,-0.89
OC(COc1cccc2ccccc12)CN1CCN(c2ccccn2)CC1 (stereo not given),i,-0.16
O=C(NC(=S)Nc1ccccc1N1CCOCC1)c1ccc(-c2cccc(Cl)c2)o1,i,-4.68
COc1ccccc1-c1nnc(SCC(=O)NC2CCS(=O)(=O)C2)n1N (stereo not given),i,1.06
N#CC1(C#N)C(C(N)=O)C1c1ccccc1 (stereo not given),i,-1.23
CCCCCOC(=O)C(C)Sc1n[nH]c(=O)[nH]c1=O (stereo not given),i,-1.46
O=C1N(Cc2cccnc2)C[C@@H]2C[C@@H](c3ccc(-c4ccccc4)cc3)N3CCC[C@@]123,i,-0.31
CCOc1cc2c(C#N)c(N3CCNCC3)nc(N)c2c(N)n1,i,-0.08
Cc1ccc(S(=O)(=O)N(C)C)cc1-n1c(SCC(=O)Nc2ccc(F)cc2Cl)nc2ccccc2c1=O,i,-2.64
COCCCNc1nc(N)c([N+](=O)[O-])c(NCc2ccccc2)n1,i,-0.38
CCOc1cc(CNCCCN2CCOCC2)cc(Br)c1OCc1ccccc1Cl,i,-6.28*
CCOC(=O)c1sc(SC)c2c1CCC/C2=N/OC,i,-2.57
COCCN(CCOC)S(=O)(=O)c1ccc(C(=O)Nc2nc(-c3ccncc3)cs2)cc1,i,/
Clc1cccc(Cl)c1/C=N/Nc1c(Cl)cncc1Cl,i,0.8
CC(C)Oc1ccccc1C1CC(=O)Nc2cc3c(cc21)OCCO3 (stereo not given),i,0.67
COC(=O)c1cc2n(n1)CCCNC2=O,i,0.94
Cc1ccc(N/N=C(\C#N)C(=O)c2ccsc2)cc1,i,0.04
Cc1cccc(N2C(=O)CS/C2=N\NC(=O)c2ccc(Br)cc2)c1C,i,-0.04
CCOc1cc(CNC)ccc1OCC(=O)NC(C)(C)C,i,1.42
Cc1ccc2oc(-c3ccccc3)c(C(=O)O)c(=O)c2c1,i,1.54
COc1cc(C2=Nc3ccc(Br)cc3C(c3ccccc3)N2CC(=O)NN)cc(OC)c1OC (stereo not given),i,0.23
Cc1cc(C)c2sc(N(CCN(C)C)C(=O)CCS(=O)(=O)c3ccccc3)nc2c1,i,2.07
O=C1C2CCCN2C(c2ccc(F)c(F)c2)N1c1cccc(Cl)c1 (stereo not given),i,-1.58
CCOC(=O)C1(CC)NC(c2ccc(OC)cc2OC)C2C(=O)N(C)C(=O)C21 (stereo not given),i,-0.03
Cc1c(C(N)=O)c(-c2ccccc2)nn1-c1ccccc1,i,2.12
O=C(O)C1Nc2c(C(F)(F)F)ccc(Cl)c2C2C=CCC12 (stereo not given),i,-1.94
CCCC(C(=O)NCc1ccco1)N(C(=O)CNS(=O)(=O)c1ccccc1)c1ccccc1OC (stereo not given),i,-1.42
CCCOc1ccc(/C=N/NC(=O)c2nnn(-c3nonc3N)c2-c2cccs2)cc1OC,i,0.03
COc1ccc(NC(=O)/C=C/C(=O)O)c(OC)c1,i,0.36
CC1(C(=O)NCCOc2ccccc2Cl)CC1(Cl)Cl (stereo not given),i,-0.81
COc1ccc(CCC(=O)N/N=C(\C)c2ccc3c(c2)OCO3)cc1,i,-0.96
Cc1cc(C(=O)NCc2ccccc2F)cs1,i,0.41
NC(=S)N/N=C/c1coc2ccc(Cl)cc2c1=O,i,-0.13
Cc1c(Cl)cccc1NC(=S)NCC(O)c1ccccc1 (stereo not given),i,-4.47*
CCC1COCCS(=O)(=O)N1Cc1ccccc1 (stereo not given),i,0.64
CCN(CC(=O)Nc1cc(Cl)ccc1C)C(=O)C1CC(=O)N(Cc2ccccc2)C1 (stereo not given),i,-0.37
OC1CNCc2cc3c(cc21)OCCO3 (stereo not given),i,-1.17
CCC1CCCCN1CC(O)COCc1cccc(OC)c1 (stereo not given),i,-0.11
O=C(CN1CCCCCC1)Nc1ccccc1Cl,i,0.62
Cc1ccc(NC(=O)C2CCCN2S(=O)(=O)c2cccc3cccnc23)c(C)c1 (stereo not given),i,0.9
COc1cccc(NC(=O)N2CCC(N3CCCCC3)CC2)c1,i,-0.34
O=C(CCc1ccc(O)cc1)c1c(O)cc(O)cc1O[C@@H]1O[C@H](CO)[C@@H](O)[C@H](O)[C@H]1O,i,0.73
CC1=NC(=O)C(N=Nc2ccccc2)N1c1ccccc1 (stereo not given),i,-0.14
O=C(Nc1ccccc1)c1nccn1Cc1ccc(F)cc1,i,0.31
Nc1cc(=O)[nH]c(SC/C=C/c2ccccc2)n1,i,0.61
O=C(CC(c1ccccc1)c1ccccc1)NCCOCc1ccccc1,i,-2.91
COC(=O)c1ccc(N2CCOCC2)c(F)c1,i,0.71
CSc1ccccc1C(=O)C1CCCN(C(=O)c2ccc(N3CCOCC3)cc2)C1 (stereo not given),i,0.55

# 2 of these compounds in another layout:
SMILES	CHT inh	Kir21 block
O=C(CCc1ccc(O)cc1)c1c(O)cc(O)cc1O[C@@H]1O[C@H](CO)[C@@H](O)[C@H](O)[C@H]1O	i	0.73
CC1=NC(=O)C(N=Nc2ccccc2)N1c1ccccc1 (stereo not given)	i	-0.14

# Part of the list above, with values under each structure:
# Sequence of screens: CHT inh, Kir21 block
> COC(=O)c1ccc(COC(=O)C(CCS(C)(=O)=O)N2C(=O)c3ccccc3C2=O)cc1 (stereo not given)
→ -6.31*, 2.1
> c1ccc(-n2cccc2CNC2CCCCC2)cc1
→ i, -4.14
> CC1(C)CC(=O)C=C(C(=O)N2CCCC(C(=O)c3cccc(C(F)(F)F)c3)C2)O1 (stereo not given)
→ i, -1.67
> CCOc1c(Cl)cc(/C=C/C(=O)N(CC)CC(=O)Nc2ccc(NC(C)=O)cc2)cc1OC
→ i, 0.51
> CCCCOc1cc(C(=O)NCCN(CC)CC)c2ccccc2n1
→ i, 0.48&-0.27
> COc1cccc(NC(=O)C2CCCO2)c1 (stereo not given)
→ i, 1.08
> CCS(=O)(=O)n1nc(-c2ccccc2)nc1NCc1ccco1
→ i, 0.22

# The results go on.
SMILES,CHT inh,Kir21 block
CC(C)Oc1ccccc1C1Nc2ccccc2C(=O)N1c1ccc2c(c1)OCCO2 (stereo not given),i,-0.87
O=C(c1ccc(NS(=O)(=O)c2ccccc2)cc1)N1CCOCC1,i,-0.07
Cc1[nH][nH]c(=O)c1C(c1ccc(Cl)cc1)c1c(C)[nH][nH]c1=O,i,-0.11
CCOC(=O)C1(Cc2cccc(Cl)c2)CCCN(C(=O)C2CC2)C1 (stereo not given),i,-2.33
CC(C)(C)c1cc(C(=O)C[n+]2ccc(C(=O)NCCCO)cc2)cc(C(C)(C)C)c1O,i,1.3
CCCCN(CC)CCNC(=O)C1c2cc(OC)c(OC)cc2C(=O)N2CCc3ccccc3C12 (stereo not given),i,0
COc1ccc(CN(C(=O)c2ccco2)C2CC(C)N(C)CC2C)cc1 (stereo not given),i,0.7
Nc1nc(SC2c3cccc4cccc(c34)C2NS(=O)(=O)c2ccccc2)n[nH]1 (stereo not given),i,-0.61
CC(C)Cn1c(O)c(/C=C2\C=NN=C2c2ccccc2)sc1=S,i,-0.4
Cc1cc2nnc(SCC(=O)OC(C)C)n2c2ccccc12,i,0.42
O=C1NN(c2ccc(Cl)c(Cl)c2)C(=O)/C1=C/c1ccc(-c2ccccc2C(=O)O)o1,i,1.13
CC(C)(C)NC(=O)NC(=O)C[n+]1ccc(Cc2ccc([N+](=O)[O-])cc2)cc1,i,0.62
CC(C)(C)c1ccc(OCCC(=O)Nc2cccc(S(=O)(=O)N3CCCCC3)c2)cc1,i,-2.91
